# Bioassay records: PubChem, National Center for Advancing Translational Sciences (NCATS)
# TDP1 block: blocks human tyrosyl-DNA phosphodiesterase 1. AID 485290. 350,000 compounds, 0.28% hits. recombinant TDP1, AlphaScreen DNA substrate cleavage. Q9NUW8. Potency, µM (top dose mostly 130 µM), without a hit: at the highest dose activity change, negative = inhibition, usual class: inhibitors; further: nearly all actives have a fitted effect of over 40% in size
# Target sequence (Q9NUW8 whole entry, looked up): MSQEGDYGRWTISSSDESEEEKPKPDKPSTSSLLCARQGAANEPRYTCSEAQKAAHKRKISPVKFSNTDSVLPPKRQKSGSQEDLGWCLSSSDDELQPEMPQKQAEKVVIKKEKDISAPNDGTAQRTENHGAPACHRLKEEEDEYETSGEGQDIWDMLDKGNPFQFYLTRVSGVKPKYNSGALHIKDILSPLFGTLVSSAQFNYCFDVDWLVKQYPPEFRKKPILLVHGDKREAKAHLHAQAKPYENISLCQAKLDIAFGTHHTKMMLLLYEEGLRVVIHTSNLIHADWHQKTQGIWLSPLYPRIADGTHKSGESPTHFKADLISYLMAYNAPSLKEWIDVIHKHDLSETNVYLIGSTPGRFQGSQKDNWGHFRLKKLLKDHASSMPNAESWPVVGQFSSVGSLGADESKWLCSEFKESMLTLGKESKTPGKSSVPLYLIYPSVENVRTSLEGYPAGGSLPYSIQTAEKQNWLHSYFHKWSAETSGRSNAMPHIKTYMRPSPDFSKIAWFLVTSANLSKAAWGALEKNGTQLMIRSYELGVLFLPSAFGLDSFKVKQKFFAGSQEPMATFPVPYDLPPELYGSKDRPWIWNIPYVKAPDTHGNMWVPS
#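 Compounds were preincubated with Tdp1 (1 nM final) for 15 min at room temperature before substrate (15 nM final) started a 5 min reaction; beads (10 ug/ml final) were then added for 10 min before AlphaScreen detection.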
# FEN1 inh: blocks human flap endonuclease 1. P39748. Recombinant FEN1 flap cleavage, fluorescence, 15 min. Potency, µM (series often up to 114 µM), without a hit: at the highest dose activity change, negative = inhibition, usual class: inhibitors. 390,000 compounds, 0.35% hits. AID 588795; further: nearly all actives have a fitted effect of over 65% in size
# Target sequence (P39748 whole entry, looked up): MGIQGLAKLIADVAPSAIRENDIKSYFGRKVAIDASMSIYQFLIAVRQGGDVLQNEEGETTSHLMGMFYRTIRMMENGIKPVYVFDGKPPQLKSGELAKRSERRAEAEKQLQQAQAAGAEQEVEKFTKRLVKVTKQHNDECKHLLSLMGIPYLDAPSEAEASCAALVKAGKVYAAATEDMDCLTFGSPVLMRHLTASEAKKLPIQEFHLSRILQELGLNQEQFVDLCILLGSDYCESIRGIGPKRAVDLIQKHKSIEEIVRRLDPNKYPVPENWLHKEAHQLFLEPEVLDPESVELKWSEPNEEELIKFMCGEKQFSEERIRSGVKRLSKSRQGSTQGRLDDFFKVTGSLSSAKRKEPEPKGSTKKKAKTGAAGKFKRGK
#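 Compounds are tested as a concentration series against 10 nM FEN1; after a 15 min room-temperature preincubation, 50 nM substrate starts cleavage, with plate reads at 0 and 15 min. Normalized responses are fitted by a Hill equation.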
# N370S GC: inhibitors or activators of N370S glucocerebrosidase for Gaucher disease; N370S GC spleen homogenate, 4MU-glucoside fluorescence; Potency, µM (series often up to 59.4 µM), inactives show at the highest dose activity change, negative = inhibition, hits mostly inhibitors; 330,000 compounds, 0.092% hits; AID 2101;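 further: 0% = full enzyme activity and -100% = no enzyme basal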
# Numbers without * were called inactive; ? = inconclusive; · = no result given; & = joins results of further samples; [ ] = dose if it differs, or a comment. The call rests on the fitted dose curve; in most records, active means well fitted curve in the direction sought with a large enough effect; inconclusive means small, poorly fitted or top-dose-only effect, or another doubt; inactive means no such curve, though single readings can be large; an effect the other way counts as inactive or inconclusive. Unless noted, on the % scale 0 is the no-effect control and ±100 the full control effect; potency means the concentration at half of the fitted maximal effect. Hits appear at their usual frequency; 0.57% or so of the library scored in one or more.
SMILES,TDP1 block,FEN1 inh,N370S GC
N#Cc1nc(-c2ccccc2Cl)oc1N1CCCCC1,8%,-15%,·
COc1ccc(CNC(=O)CCN2C(=O)c3ccncc3C2=O)cc1OC,2%,11%,8%
CCOc1ccccc1N1CCN(C(=S)Nc2ccc(S(N)(=O)=O)cc2)CC1,2%,5%,-3%
O=C(COC(=O)c1cc(=O)[nH]c2ccccc12)Nc1ccccc1F,-1%,-7%,·
COc1ccc(NC(=O)C2CCCN(S(=O)(=O)c3cccc4nonc34)C2)cc1 (stereo not given),9%,-9%,3%
COCCNC(=O)C(=O)NCC1OCCN1S(=O)(=O)c1ccc(C)cc1 (stereo not given),3%,8%,-8%
CCC(CC)c1nnc(NC(=O)CC(C)c2ccccc2)s1 (stereo not given),·,0%,2%
CC(C)(C)c1ccc(NC(=O)CNC2CCCc3ccccc32)cc1 (stereo not given),6%,7%,-19%
Cc1cccc(N=Nc2ccc(O)c3ncccc23)c1,5%,-6%,13%
CS(=O)(=O)N1CCN(C(=O)c2ccc(Cl)s2)CC1,0%,11%,6%
Cc1cc2cc(C)c3nnc(SCC(=O)N4CCCc5ccccc54)n3c2cc1C,0%,·,-5%
CCc1ccc(NC(=O)CSC2=Nc3ccccc3C3=NC(CCC(=O)NCCc4ccccc4)C(=O)N23)cc1 (stereo not given),4%,-12%,·
O=C(NC12CC3CC(CC(C3)C1)C2)c1cc([N+](=O)[O-])ccc1N1CCOCC1,·,-18%,24%
CCOC(=O)c1ccc(NC(=O)CNC(=O)c2ccco2)cc1,·,7%,-1%
Cc1cc(C)c(C)c(S(=O)(=O)N2CCC(C(=O)NCC(c3ccccc3)N(C)C)CC2)c1C (stereo not given),·,-17%,?
Cc1cc(C)cc(C(=O)Nc2ccc(-c3cn4cccnc4n3)cc2)c1,-4%,-5%,·
O=C(N/N=C/c1cc(Cl)c(O)c(Cl)c1)c1cc2c(ccc3ccccc32)o1,-15%,50µM*,-2%
CC(C)/C=C/CN1CCCC(N2CCN(c3cccc(Cl)c3)CC2)C1 (stereo not given),·,0%,-17%
COc1ccccc1NC(=O)c1cc(Cl)nnc1Cl,8%,2%,-13%
CCc1ccc(-n2nc3cc(C)c(NC(=O)c4cc(OC)cc(OC)c4)cc3n2)cc1,-2%,-7%,·
CN(C(=O)c1ccoc1)c1ccccc1I,3%,-13%,9%
O=S(=O)(c1ccc2c(c1)OCCO2)N1CCN(Cc2ccc3c(c2)OCO3)CC1,4%,-26%,-7%
CC1CCN(c2oc(-c3cccs3)nc2S(=O)(=O)c2ccc(Cl)cc2)CC1,2%,-23%,·
O=C(NCc1cccs1)C1CCCN(c2ncccn2)C1 (stereo not given),8%,8%,13%
Fc1ccc(N2CCN(Cc3nnc(-c4ccccc4Cl)o3)CC2)cc1,2%,8%,·
COCCN(C(=O)COC(=O)CCC(=O)c1cccs1)c1c(N)n(Cc2ccccc2)c(=O)[nH]c1=O,2%,1%,0%
CN1CCN(S(=O)(=O)c2cccc3nsnc23)CC1,·,-13%,1%
COc1cccc(CNc2ccc3[nH]c(=O)[nH]c3c2)c1OCc1ccccc1,·,4%,-2%
C/C(O)=c1/ccc2cccc3nc(C)nc1c23,1%,?,1%
CCNc1nc(OC)nc(Oc2ccc(C(=O)OC)cc2)n1,2%,21%,-5%

# 2 neighbouring compounds out of the list so far, for reference:
SMILES,TDP1 block,FEN1 inh,N370S GC
COCCN(C(=O)COC(=O)CCC(=O)c1cccs1)c1c(N)n(Cc2ccccc2)c(=O)[nH]c1=O,2%,1%,0%
CN1CCN(S(=O)(=O)c2cccc3nsnc23)CC1,·,-13%,1%

# Continuation:
SMILES,TDP1 block,FEN1 inh,N370S GC
O=C(N=C1SC2CS(=O)(=O)CC2N1Cc1ccccc1)C1CCCO1 (stereo not given),3%,2%,5%
O=c1[nH]cnc2scc(-c3ccc(Br)cc3)c12,5%,-2%,1%
CCN(CC)c1nc(C#N)nc(OC)n1,0%,11%,·
COC(=O)c1cc(S(=O)(=O)N2CCCCC2)c[nH]1,3%,-15%,-9%
COC(=O)c1sc(S(=O)(=O)N2CC(C)OC(C)C2)c(C(=O)OC)c1C (stereo not given),-1%,-10%,·
COc1ccc(-c2nsc(NC(=O)c3oc4ccc(Cl)cc4c3C)n2)cc1,0%,-12%,·
Cc1ccc(NC(=O)CCSc2nc(-c3ccco3)cc(C(F)(F)F)n2)cc1F,-1%,-20%,·
CCC(C)(C)NC(=O)C(c1ccc(C)o1)N(Cc1ccc2c(c1)OCO2)C(=O)c1snc(C(N)=O)c1N (stereo not given),14%,3%,-1%
Cc1ccc(OCC(=O)Nc2c(C)ccc3nsnc23)cc1,0%,-8%,0%
CNc1ccccc1C(=O)N1CCc2c([nH]c3ccccc23)C1=O,-1%[56.1 µM],·,5%
CCOc1ccc(N(C)S(=O)(=O)c2ccc3[nH]cc(C(=O)NCCCOC)c(=O)c3c2)cc1,·,6%,-13%
COc1ccc(CCNC(=O)Cn2cnc3scc(-c4ccccc4)c3c2=O)cc1OC,3%,3%,10%
CCOC(=O)c1nn(-c2ccccc2)c(=O)cc1SC(C)C,3%,-3%,22%
CCN(CC)CCNC(=O)c1ccc2c(c1)N(Cc1ccccc1)C(=O)c1ccccc1S2=O (stereo not given),3%,-13%,·
COC(=O)c1cc(OC)c(OC)c(OC)c1NC(=O)c1ccc(S(=O)(=O)N(C)C)cc1,5%,0%,-1%
O=C(CN(Cc1ccco1)C(=O)CNS(=O)(=O)c1ccc(F)cc1)NCc1ccc(F)cc1,12%,-2%,1%
Cc1ccc(C)c(-n2c(-c3ccc(Br)cc3)csc2=NC(=O)c2ccccc2F)c1,-4%,11%,-10%
CCCNC(=O)c1ccc(CNc2c(N3CCC(C(=O)OCC)CC3)c(=O)c2=O)cc1,-1%,-6%,4%
CC(=O)N1CCc2c(sc3c2c(=O)n(-c2ccccc2)c(=O)n3CC(=O)c2ccc(F)cc2)C1,-1%,18%,·
CCn1c(C(=O)NCCc2ccc(S(N)(=O)=O)cc2)cc2sc(Cl)cc21,-1%,-7%,·

# In another format: entries from further up
structure	TDP1 block	FEN1 inh	N370S GC
CCc1ccc(NC(=O)CSC2=Nc3ccccc3C3=NC(CCC(=O)NCCc4ccccc4)C(=O)N23)cc1 (stereo not given)	4%	-12%	·
O=C(NC12CC3CC(CC(C3)C1)C2)c1cc([N+](=O)[O-])ccc1N1CCOCC1	·	-18%	24%
CCOC(=O)c1ccc(NC(=O)CNC(=O)c2ccco2)cc1	·	7%	-1%

# Next section.
SMILES,TDP1 block,FEN1 inh,N370S GC
CCN1CCN(C(=O)/C(=C/c2ccco2)NC(=O)c2ccccc2)CC1,3%[0.0935 µM],-3%,-5%
C/C=C/Cn1c(SCCCc2ccccc2)nc2c1c(=O)[nH]c(=O)n2C,3%,-12%,?
CCOC(=O)c1c(C)[nH]c(CCC(=O)NCc2cccc(C)c2)c1C,8%,9%,·
CS(=O)(=O)Nc1ccc(C2=NN(C(=O)c3cccc(F)c3)C(c3cccs3)C2)cc1 (stereo not given),·,-23%,-10%
O=C(c1ccccc1F)N(Cc1ccc(F)cc1)C1CCS(=O)(=O)C1 (stereo not given),-2%,-8%,3%
O=C(C1CC1)N1CCc2cc(Br)cc(S(=O)(=O)N3CCN(c4ccccn4)CC3)c21,6%,-17%,10%
Cc1c(CC(=O)NCCc2ccccc2F)c(=O)oc2cc(O)c(Cl)cc12,-5%,9%,·
CCCCc1nc2n[nH]c(N)c2c2c1CCC2,3%,17%,8%
Cc1ccc(/C(N)=N/OC(=O)c2ccc3ccccc3c2)cc1,5%,-5%,-5%
CC(C)Oc1ccc(S(=O)(=O)N2CCCCC2)cc1NC(=O)CN1C(=O)NC2(CCCC2)C1=O,0%,-11%,11%
CCc1ccccc1OCC(=O)Nc1ccc(S(=O)(=O)Nc2nc(C)cc(C)n2)cc1,2%,-12%,·
COC(=O)C1=C(C)N=C2SC(C)C(=O)N2C1c1ccc(C(=O)OC)cc1 (stereo not given),4%,-2%,-1%
C[C@@H]1C(=O)O[C@H]2CC34[C@H]5C[C@@H](C(C)(C)C)[C@]36[C@@H](OC(=O)[C@@H]6O)O[C@@]4(C(=O)O5)[C@]21O (stereo not given in full),·,19%,-22%
CN(C)/N=C/c1ccc(N2CCOCC2)cc1,-3%,-1%,-6%
Cc1onc(-c2ccccc2)c1C(=O)Nc1cc(C(F)(F)F)ccc1N1CCOCC1,3%,-10%,-2%
CC(C)CN(C)C(=O)CC1C(=O)NCCN1C (stereo not given),6%,9%,1%
CN(C)CCN1C(=O)C(=O)/C(=C(/O)c2ccc(OCc3ccccc3)cc2)C1c1ccncc1 (stereo not given),7%,-17%,3%
Cc1cc(-c2ccc(C)c(S(=O)(=O)NCCCN3CCN(c4ccccc4F)CC3)c2)on1,5%,-15%,-7%
Cc1cc(S(=O)(=O)N2CCCC2)c(C)s1,3%,7%,-16%
O=S(=O)(c1cccc2c(I)cccc12)N1CCCNCC1,9%[56.1 µM],·,-19%&-6%&-20%
CC(C)(O)CC[C@@H](O)[C@](C)(O)C1CC[C@@]2(O)C3=CC(=O)[C@]4(O)C[C@@H](O)[C@@H](O)C[C@]4(C)C3CC[C@]12C (stereo not given in full),1%,24%,·
NNC(=O)CNC(c1ccccc1)c1cc(Br)ccc1NC(=O)c1cccc(Cl)c1 (stereo not given),-5%,-9%,-18%
COCCN1C(=O)N[C@@H](c2cccc(C(F)(F)F)c2)[C@@H](C(=O)OC)[C@H]1C,6%[12.3 µM],-11%,4%[12.8 µM]
CCc1ccccc1NC(=O)C1C2C=CC(O2)C1C(=O)O (stereo not given),·,-8%,1%
O=C(CCC1CCCCC1=O)c1ccccc1 (stereo not given),2%,0%,5%
COc1cccc(-c2cc(C(=O)NCc3ccccc3)no2)c1,0%,2%,·
COC(=O)c1ccc(CSc2ccccc2C)o1,4%,4%,4%
CSCCC(NC(=O)c1ccco1)C(=O)O (stereo not given),-2%,0%,6%
CCOC(=O)c1ccc2c(c1)N(Cc1cc(C)ccc1C)C(=O)c1ccccc1S2(=O)=O,-11%,-18%,·
O=C1N(Cc2cccc(Cl)c2)C[C@@H]2C[C@@H](c3ccccn3)N3CCC[C@@]123,3%,11%,1%
Cc1cc(C)cc(N(CCC#N)C(=O)CSc2n[nH]c(N)n2)c1,·,-1%,-15%
CN1CCN(C(N)=NC(=O)c2ccccc2)CC1,2%,6%,15%
COC(=O)C1CCN(C(=O)COC(=O)C2CCN(S(=O)(=O)c3ccc(C)c(C)c3)CC2)CC1,-7%,-11%,5%
COc1cc(CC(=O)Oc2ccc3c(c2)OCO3)cc(OC)c1OC,1%,-7%,-20%
O=C(O)/C=C/C(=O)NCc1ccccn1,0%,2%,-3%
N#CCNC(=O)c1cccn1-c1ncc(C(F)(F)F)cc1Cl,3%,-7%,-2%
COC(=O)c1ccc(NC(=O)c2ccc(NC(=O)c3ccco3)cc2)cc1,2%,?,-17%
C=CCn1c(O)c(C2=c3ccccc3=NC2=O)sc1=Nc1ccc(O)cc1,·,-8%,-3%
Cc1nc(N2CCC(C)CC2)c2c(C)c(C(=O)Nc3ccc(C(F)(F)F)cc3)sc2n1,0%,-24%,4%
CCOCCCNC(=O)c1c(N)n(-c2ccc(S(N)(=O)=O)cc2)c2nc3ccccc3nc12,2%,-3%,12%
CN(Cc1ccccc1)S(=O)(=O)c1ccc2c(c1)NC(=O)CC(=O)N2,6%,6%,-3%
COc1cc(/C=C/C(=O)OCC(=O)NCC2CCCCC2)ccc1O,1%,-8%,·
CCOc1ccccc1-c1noc(CCCC(=O)NC2CCCCC2)n1,10%[0.0935 µM],-9%,1%
COc1cccc(C2/C(=C(/O)c3ccccc3)C(=O)C(=O)N2Cc2ccco2)c1 (stereo not given),-1%,-9%,13%
COc1cc(C=O)ccc1OC(=O)c1cccnc1,·,16%,0%
Cn1c(=O)c(C(=O)NNC(=O)c2cccc(Cl)c2)c(O)c2ccccc21,1%,-3%,-6%
O=C(c1ccc2c(c1)N(Cc1ccc(Cl)cc1)C(=O)c1ccccc1S2(=O)=O)N1CCN(c2ccccn2)CC1,-1%,-22%,·
COc1ccccc1NS(=O)(=O)c1cccc(C(=O)N/N=C/c2ccc(OCC(=O)O)cc2)c1,4%,-4%,-4%
COC(=O)Oc1ccc(/C=N/NC(=O)CN(c2ccccc2Cl)S(C)(=O)=O)cc1OC,4%,-3%,-7%

# Some of these compounds in order of number of heavy atoms, descending:
SMILES,TDP1 block,FEN1 inh,N370S GC
CCCNC(=O)c1ccc(CNc2c(N3CCC(C(=O)OCC)CC3)c(=O)c2=O)cc1,-1%,-6%,4%
CCOc1ccccc1N1CCN(C(=S)Nc2ccc(S(N)(=O)=O)cc2)CC1,2%,5%,-3%
C=CCn1c(O)c(C2=c3ccccc3=NC2=O)sc1=Nc1ccc(O)cc1,·,-8%,-3%
Cc1ccc(OCC(=O)Nc2c(C)ccc3nsnc23)cc1,0%,-8%,0%
O=C(O)/C=C/C(=O)NCc1ccccn1,0%,2%,-3%
